HKDC1 inhibitor: blocks human hexokinase HKDC1 activity | Q2TB90 | recombinant HKDC1, G6PDH/diaphorase resazurin coupled fluorescence | inhibition, % at 20 µM | 0.16% of 340,000 active | AID 493160;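 active = inhibition above about 35% when tested at 20 µM, limit read from the data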;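 note: plate controls were DMSO wells with enzyme for no effect and DMSO wells lacking enzyme for full effect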
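test system = in-house recombinant HK5 (HKDC1) enzyme | amount = HKDC1 at 5 µg/mL | control set = DMSO-enzyme wells negative, buffer-substituted wells positive | compound = one dose of 20 µM, 1% DMSO | schedule = reaction time 90 min, room temperature, protected from light | technique = resorufin fluorescence at 613 nm | reagent = glucose with 1 mM ATP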
SENP8 block: inhibitors of human SENP8 protease | inhibition, % at 10 µM | 1.2% of 330,000 active | Q96LD8 | purified SENP8, Z-RLRGG-aminoluciferin cleavage, luminescence | AID 2540
Target sequence (Q96LD8 whole entry, looked up): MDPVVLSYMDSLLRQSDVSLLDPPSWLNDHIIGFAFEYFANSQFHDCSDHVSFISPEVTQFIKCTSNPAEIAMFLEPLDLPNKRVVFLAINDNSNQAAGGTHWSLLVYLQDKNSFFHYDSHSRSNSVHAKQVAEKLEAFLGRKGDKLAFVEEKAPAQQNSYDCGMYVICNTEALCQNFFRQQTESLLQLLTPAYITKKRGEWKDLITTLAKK
UBC13 polyUb: blocks human UBC13 polyubiquitin chain formation | TR-FRET | inhibition, % at 20 µM | 0.47% of 330,000 active | AID 485273; in the data active = inhibition above about 45%, passing the limit was not always enough
Target sequence (P61088 whole entry, looked up): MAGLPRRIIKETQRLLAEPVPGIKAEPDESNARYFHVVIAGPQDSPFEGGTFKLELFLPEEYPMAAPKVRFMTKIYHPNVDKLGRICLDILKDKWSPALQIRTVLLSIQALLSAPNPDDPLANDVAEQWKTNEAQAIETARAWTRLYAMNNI
697 NFkB inh: lowers PMA/ionomycin-induced NF-kB signal in 697 B cells. 697 B-cell NF-kB luciferase reporter, 16 h. inhibition, % at 4 µM. 0.33% of 330,000 active. AID 435022; in the data active = inhibition above about 35%
Gli-Sufu block: Gli-Sufu pathway antagonism; AID 588413; Sufu-KO-LIGHT fibroblasts, Gli luciferase reporter luminescence; 0.74% of 340,000 active; inhibition, % at 5 µM;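 active = inhibition above about 55%, limit read from the data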;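 note: 0% = DMSO-treated cells and 100% = wells with medium but no cells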
Apaf-1 inh: human Apaf-1 inhibition. O14727. 0.71% of 330,000 active. inhibition, % at 20 µM. reconstituted apoptosome caspase-3 activity, DEVD-Rh110 fluorescence; active = inhibition of at least 40% at 20 µM;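 note: plate controls were DMSO wells for no effect and DEVD-CHO caspase inhibitor wells for full effect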
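Medium: Hepes buffer, pH 7.5 / System: biochemical Apaf-1 apoptosome reconstitution / Measured by: Rh110 fluorescence, excitation 480 nm, emission 540 nm / Times: compound with Apaf-1, dATP, procaspase-3 30 min, then 50 min reaction, room temperature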
Jurkat NFkB inh: inhibitors of the PMA/ionomycin-induced NF-kB reporter in Jurkat cells. PMA/ionomycin-induced NF-kB luciferase reporter, luminescence. 0.53% of 330,000 active. inhibition, % at 4 µM
SENP7 inh: blocks the human protease SENP7. Q9BQF6. recombinant SENP7, Z-RLRGG-aminoluciferin luminescence, 40 min. inhibition, % at 5 µM. 1.5% of 330,000 active;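 active = inhibition above about 50% at the single test dose, limit read from the data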;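 note: plate controls were DMSO with enzyme for no effect and no enzyme buffer wells for full effect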
Target sequence (Q9BQF6 706-1050 limits assumed): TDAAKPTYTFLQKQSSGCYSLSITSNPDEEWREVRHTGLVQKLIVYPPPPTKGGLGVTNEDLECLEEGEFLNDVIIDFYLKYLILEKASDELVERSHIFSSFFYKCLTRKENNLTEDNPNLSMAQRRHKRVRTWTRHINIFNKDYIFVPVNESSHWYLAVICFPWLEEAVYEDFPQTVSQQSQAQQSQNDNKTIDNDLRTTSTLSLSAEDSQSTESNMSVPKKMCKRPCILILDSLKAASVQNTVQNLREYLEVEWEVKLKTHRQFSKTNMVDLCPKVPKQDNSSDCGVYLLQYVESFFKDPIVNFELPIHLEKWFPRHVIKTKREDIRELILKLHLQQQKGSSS
Active calls of the source: *; x = not tested or not shown. Cut-off read from the data, not from the text of the source, unless noted: active = inhibition above about 50%; inactive = the rest. The list is partial; rates above refer to the full screens.

SMILES	HKDC1 inhibitor	SENP8 block	UBC13 polyUb	697 NFkB inh	Gli-Sufu block	Apaf-1 inh	Jurkat NFkB inh	SENP7 inh
Fc1ccc(Cn2nnnc2C(c2ccc(Cl)cc2)N2CC=C(c3ccc(F)cc3)CC2)cc1 (configuration not stated)	-3	1	3	14	12	9	3	1
COC(=O)C1=C(c2ccc(F)cc2F)C[C@@H]2CC[C@H]1N2C(=O)NCc1ccco1	1	7	-1	12	0	0	6	-2
CCN(C(=O)CN1CC=C(c2ccccc2)CC1)c1c(N)n(Cc2ccccc2)c(=O)[nH]c1=O	-8	-9	-15	1	3	3	3	-8
Cc1ccsc1C(=O)C1CCCN(Cc2cc(C(C)C)n[nH]2)C1 (configuration not stated)	-6	0	8	0	18	5	4	2
CCC(COC(=O)NC)NC(=O)Oc1ccccc1 (configuration not stated)	-4	6	5	13	-14	-4	14	5
Cc1ccc(CC(=O)N2CCN(Cc3ccccc3)CC2)cc1	-10	-1	-10	-20	x	-3	-10	-2
COc1ccc(C(=O)C2CN(C)CC2C(=O)c2ccc(OC)cc2)cc1 (configuration not stated)	-3	1	5	13	9	1	-12	4
Cn1c(NN=O)nc2ccccc21	4	-5	-26	-2	83*	5	21	-9
CCOC(=O)c1sc(/N=C/c2c(O)n(-c3cccc(C)c3)c(=O)[nH]c2=O)c(C#N)c1C	4	-6	-16	2	-9	2	-4	-3
C=C1[C@H]2CC[C@H]3[C@]4(C)C[C@H](O[C@@H]5OC(CO)[C@@H](OSOOO)[C@H](OS(=O)(=O)O)[C@H]5OC(=O)CC(C)C)C[C@@H](C(=O)O)[C@H]4CC[C@]3(C2)[C@H]1O (some centres not stated)	-3	4	15	15	12	-2	0	-11
Cn1cc(C(=O)OCC(=O)NC2(C#N)CCCCC2)c2ccccc21	-4	-4	-3	-19	-2	4	-13	-4
CCCCNC(C)Cc1ccccc1 (configuration not stated)	-3	2	5	0	-15	1	-5	10
CN(C)CC1CCCCC1OC(=O)c1ccc(Cl)c(Cl)c1 (configuration not stated)	15	-1	-4	-1	10	5	14	7
COC(=O)C1=C(c2ccc(-c3ccccc3)c(F)c2)C[C@@H]2CC[C@H]1N2C(=O)NCCOc1ccccc1Cl	-1	-5	-2	-1	13	24	3	11
COc1cc(/C=N/NC(=O)Cn2c([N+](=O)[O-])cnc2C)ccc1OC(=O)N(C)C	-3	1	5	10	6	-12	7	8
C[C@]12CCC3C(CCC4=C/C(=N/OCC(=O)NC(CCC(=O)O)C(=O)O)CC[C@@]43C)C1CCC2O (some centres not stated)	-1	-1	0	17	-14	3	11	-3
O=c1c2ccccc2nc(C[n+]2ccccc2)n1-c1cccc(C(F)(F)F)c1	-4	-7	6	4	-1	-7	1	2
COc1ccc(NC(c2ccccc2F)P(=O)(Oc2ccccc2)Oc2ccccc2)cc1 (configuration not stated)	-4	1	0	11	6	31	5	6
Cc1[nH]c2ccccc2c1CCNCc1ccco1	-4	9	0	-7	6	2	-2	12
COC(=O)C1=C(c2cc3ccccc3s2)C[C@@H]2CC[C@H]1N2C(=O)NC1CC1	-4	5	-3	11	8	7	4	-4
CCSC(=O)N1CCCCCC1	2	6	9	10	-3	1	-3	3
CCCCn1c(O)c(C(C)=NCc2ccc(F)cc2)c(=O)[nH]c1=O	9	-7	-6	-2	4	5	-1	-5
CCN1CCN(Cc2cc(OC)c3c(c2)OCO3)CC1	-4	6	0	11	-3	0	2	-2
C#CCN[C@H](C)Cc1ccccc1	-3	-4	-2	-18	-5	12	11	10
C/C(=N\NC(=O)c1ccccc1O)c1c(O)n(C2CCCCC2)c(=O)[nH]c1=O	-3	5	-17	-3	2	-6	0	5

As entered above:
C#CCN[C@H](C)Cc1ccccc1 | Gli-Sufu block = -5
CCSC(=O)N1CCCCCC1 | Gli-Sufu block = -3
CCCCNC(C)Cc1ccccc1 (configuration not stated) | Apaf-1 inh = 1
COc1cc(/C=N/NC(=O)Cn2c([N+](=O)[O-])cnc2C)ccc1OC(=O)N(C)C | Gli-Sufu block = 6
C/C(=N\NC(=O)c1ccccc1O)c1c(O)n(C2CCCCC2)c(=O)[nH]c1=O | Gli-Sufu block = 2
CN(C)CC1CCCCC1OC(=O)c1ccc(Cl)c(Cl)c1 (configuration not stated) | Gli-Sufu block = 10
COc1ccc(C(=O)C2CN(C)CC2C(=O)c2ccc(OC)cc2)cc1 (configuration not stated) | SENP7 inh = 4

Structures listed so far that have a thiophene ring, fused or not:
SMILES	HKDC1 inhibitor	SENP8 block	UBC13 polyUb	697 NFkB inh	Gli-Sufu block	Apaf-1 inh	Jurkat NFkB inh	SENP7 inh
Cc1ccsc1C(=O)C1CCCN(Cc2cc(C(C)C)n[nH]2)C1 (configuration not stated)	-6	0	8	0	18	5	4	2
CCOC(=O)c1sc(/N=C/c2c(O)n(-c3cccc(C)c3)c(=O)[nH]c2=O)c(C#N)c1C	4	-6	-16	2	-9	2	-4	-3
COC(=O)C1=C(c2cc3ccccc3s2)C[C@@H]2CC[C@H]1N2C(=O)NC1CC1	-4	5	-3	11	8	7	4	-4

New compounds follow
SMILES	HKDC1 inhibitor	SENP8 block	UBC13 polyUb	697 NFkB inh	Gli-Sufu block	Apaf-1 inh	Jurkat NFkB inh	SENP7 inh
C=C(C=O)C[C@@H]1C[C@H](O)C2OC3C[C@]4(C)OC5/C=C\CC6OC7C(CC=CCC6OC5CCCC4OC3CC2O1)OC1CC2OC3CC(=O)OC3C[C@@H](C)C[C@@]2(C)OC1C[C@@H]7C (some centres not stated)	7	-6	-7	-143	61*	18	101*	1
CC1(C)CC(=O)C(C=NCCN2CCN(C(=O)Cc3ccc(F)cc3)CC2)=C(O)C1	9	-1	14	17	5	-9	7	2
COC(=O)C1=C(c2ccc(OC(F)(F)F)cc2)C[C@@H]2CC[C@H]1N2C(=O)NCCNC(C)=O	-7	-5	-11	0	-13	5	-12	-6
COc1ccc(NC(=O)N2C[C@@H]3C[C@@H](C2)c2cccc(=O)n2C3)cc1	-7	2	-7	15	-3	3	-6	-2
COC(=O)C1=C(c2c(C)noc2C)C[C@@H]2CC[C@H]1N2C(=O)NC1CC1	-3	4	0	18	-1	-5	-9	-6
CC(N=Cc1c(O)[nH]c(=O)[nH]c1=O)c1ccccc1 (configuration not stated)	-7	-2	-6	27	-3	-7	-4	3
Cc1cc(OCC(=O)N[C@H](C(=O)O)c2ccccc2)c2c3c(c(=O)oc2c1)CCC3	2	3	-6	14	3	1	10	-10
CNC(=O)O/N=C(\N)Cc1csc2ccc(Cl)cc12	-5	-7	2	-6	9	-7	-1	-6
O=C(Nc1ccccc1)Oc1ccccc1	-1	-9	-8	-34	-8	-1	-4	1
CC1CN=C(NCc2ccccc2)S1 (configuration not stated)	-4	-5	2	15	0	-2	8	-3
Cc1cccc(N2C(=O)NC(=O)/C(=C/c3cc4c(cc3[N+](=O)[O-])OCO4)C2=O)c1	12	0	-19	9	-2	11	5	5
COC(=O)C1=C(c2cccc(OC)c2OC)C[C@@H]2CC[C@H]1N2C(=O)NC(C)C	-5	0	2	20	-1	0	-5	-3
COC(=O)C1=C(c2ccc(-c3ccccc3)c(F)c2)C[C@@H]2CC[C@H]1N2C(=O)NC(C)C	-4	5	-6	-17	11	21	1	-6
CCOP(=O)(Cc1cc(C(C)=O)c(C)o1)OCC	2	-3	2	19	68*	-21	2	2
CC(C)(C)NC(=S)/N=C(\N)N[N+](=O)[O-]	0	3	-8	-37	-4	0	-2	3
CCC(=NCCC(c1ccccc1)c1ccccc1)c1c(O)n(C)c(=O)n(C)c1=O	1	4	12	-20	34	22	15	-6
CCNC(=S)N1CCn2cccc2C1c1cccnc1 (configuration not stated)	-5	14	1	14	5	-6	18	-1
C[N+]1(C)CCOC(O)(c2ccc(-c3ccc(C4(O)C[N+](C)(C)CCO4)cc3)cc2)C1 (configuration not stated)	-3	0	2	9	5	0	-12	3
C[C@]12CC[C@H](OC(=O)CCC(=O)O)CC1=CCC1C2CC[C@@]2(C)C1CC[C@@H]2OC(=O)CCC(=O)O (some centres not stated)	-2	0	-7	-1	7	-6	6	-11
CN1CCN(c2ccc([N+](=O)[O-])c(N/N=C3\CN4CCC3CC4)c2)CC1	2	2	-83	16	25	-11	10	3
CCCC12CN3CCN(CC(C3)/C1=N\NC(=O)c1ccncc1)C2	-2	-6	-5	-25	2	-5	-21	-5
Nc1ccc(C2(c3ccc(N)cc3)CCCCC2)cc1	-1	-2	-13	-3	-3	20	0	-6
N=C1c2ccccc2CN1NC(=O)c1ccccc1	6	-4	4	-3	-6	-10	2	2
COC(=O)C1=C(c2ccccc2)C[C@@H]2CC[C@H]1N2C(=O)NC1CC1	-6	0	-2	16	-9	2	-4	-13
Cc1c2ccncc2c(C)c2c1[nH]c1ccccc12	-3	-23	39	-240	7	67*	-17	0
Remaining list, next part
SMILES	HKDC1 inhibitor	SENP8 block	UBC13 polyUb	697 NFkB inh	Gli-Sufu block	Apaf-1 inh	Jurkat NFkB inh	SENP7 inh
CCCCn1c(O)c(C(C)=Nc2ccc(OCC)cc2)c(=O)[nH]c1=O	9	-1	3	-18	12	18	2	0
CCN(C(=O)COC(=O)c1cc(C)n(C2CC2)c1C)c1ccccc1	-3	-10	0	26	10	15	-4	-9
CC(C)(C)NCC(O)c1cc(Cl)c(N)c(Cl)c1 (configuration not stated)	-6	-7	-26	13	-3	-3	-15	-9
COc1cc(/C=C/c2nc3ccccc3c(=O)n2-c2cccc(O)c2)ccc1O	1	8	10	26	14	-13	-1	3
CCOc1cc2c(cc1OCC)-n1cccc1C(c1ccc(OC)cc1)NC2 (configuration not stated)	-4	-10	4	2	-6	15	-6	-6
CCOC(=O)c1ccc(N=C(C)c2c(O)[nH]c(=O)[nH]c2=O)cc1	-2	4	1	1	5	-14	-3	0
c1cncc(CNCCc2ccc3c(c2)OCO3)c1	-4	-15	0	0	6	1	-15	8
O=C(c1cc(Br)ccc1Cl)N1CCC2(CC1)OCCO2	8	2	3	15	-8	-11	-4	8
CCS(=O)(=O)N1CCC(C(=O)N2CCC3(CC2)OCCO3)CC1	-2	-8	6	8	-10	-8	5	2
COC(=O)C1=C(c2ccc(OC)c(OC)c2)C[C@@H]2CC[C@H]1N2C(=O)NCc1ccc(F)cc1	-1	-3	-2	3	0	7	-3	0
O=c1c(C=NCCN2CCNCC2)c(O)n(C2CCCCC2)c(=O)n1C1CCCCC1	-15	8	40	-10	-15	12	8	1
COc1ccc(CCn2c(O)c(C=NCCCN(C)C)c(=O)[nH]c2=O)cc1OC	-2	-1	-24	-29	-3	12	-27	-1
c1cncc(CNC2CCCC2)c1	-11	-1	-1	8	-5	-16	-4	-1
O=c1[nH]c(=S)n(Cc2ccc(F)cc2)c(O)c1/C=N/N1CCCCCC1	-13	-7	-10	-40	9	4	-9	-3
COP(=O)(OC)C1(Nc2ccc(C)cc2)CCCCC1	0	-10	-9	0	-5	3	-4	-3
Cc1nnc2n1-c1ccc(Br)cc1C(c1ccccc1Cl)=NC2	-5	-3	6	11	-6	-20	-18	2
COc1cc(N2CCOCC2)ccc1/C=C1\C(=O)NC(=O)N(Cc2ccc3c(c2)OCO3)C1=O	8	8	-22	11	-3	-4	4	11
O=C(C1CCC(=O)N1Cc1ccccc1Cl)N1CCC2(CC1)OCCO2 (configuration not stated)	-6	5	-2	-6	-20	-5	2	3
CC/C(=N\Nc1ccccc1)c1c(O)[nH]c(=O)[nH]c1=O	-1	-5	-7	1	-3	16	-4	-4
COC(=O)C1=C(c2cc3ccccc3s2)C[C@@H]2CC[C@H]1N2C(=O)NCc1ccccc1	-2	-12	5	5	3	21	12	10
O=C(c1ccccc1)c1ccc(N=Nc2c(O)[nH]c(=O)[nH]c2=O)cc1	-6	-16	-15	7	4	-11	-1	-2
CN(C)CCN(CC1CCCN(Cc2ccccc2F)C1)C(=O)Cc1c(F)cccc1F (configuration not stated)	-3	6	7	17	10	-2	13	1
Oc1ccc(-[n+]2c(-c3ccccc3)cc(-c3ccccc3)cc2-c2ccccc2)cc1	3	1	33	-39	43	29	18	-15
COc1cccc(-c2nn(CCC#N)cc2C(=O)Nc2ccccc2Cl)c1	-3	13	2	1	-5	-7	27	0
